# Pol beta inh: qHTS Assay for Inhibitors of DNA Polymerase Beta; P06746; Pol beta primer extension/strand displacement, fluorescence kinetic; Potency, µM (doses to about 114 µM), without a hit: at the top dose activity change, negative = inhibition, usual class: inhibitors; actives 1.3% (n = 340,000); note: potency is the fitted concentration of half-maximal effect; % is set by controls: 0 for no effect and ±100 for the full control effect
#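 Pol beta (10 nM) and compounds were preincubated 15 min at room temperature, then 50 nM substrate (final) started primer extension/strand displacement. Reads were taken at 0 and 10 min; concentration-response data were fitted to a four-parameter Hill equation.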
# Pol eta inh: qHTS for Inhibitors of Polymerase Eta; recombinant Pol eta, fluorescent DNA replication assay; AID 588591, 2011; Potency, µM (series often up to 114 µM), inactives show top-dose activity change, negative = inhibition, actives largely listed as inhibitors; actives 1.2% (n = 390,000); note: potency is the fitted concentration of half-maximal effect; % is set by controls: 0 for no effect and ±100 for the full control effect
#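 Pol eta (10 nM) was preincubated with compounds for 15 min at room temperature, after which fluorescent replication substrate (50 nM final) was added to start the reaction. Fluorescence was read kinetically at 0 and 10 min.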
# Pol kappa inh: qHTS for Inhibitors of Polymerase Kappa; AID 588579, 2011; Potency, µM (doses to about 107 µM), without a hit: at the highest dose activity, negative = inhibition, most hits filed as inhibitors; purified Pol kappa, fluorescent DNA synthesis assay, 10 min; actives 0.53% (n = 400,000); note: potency is the fitted concentration of half-maximal effect; % is set by controls: 0 for no effect and ±100 for the full control effect
# Target sequence (Q9UBT6 whole entry, looked up): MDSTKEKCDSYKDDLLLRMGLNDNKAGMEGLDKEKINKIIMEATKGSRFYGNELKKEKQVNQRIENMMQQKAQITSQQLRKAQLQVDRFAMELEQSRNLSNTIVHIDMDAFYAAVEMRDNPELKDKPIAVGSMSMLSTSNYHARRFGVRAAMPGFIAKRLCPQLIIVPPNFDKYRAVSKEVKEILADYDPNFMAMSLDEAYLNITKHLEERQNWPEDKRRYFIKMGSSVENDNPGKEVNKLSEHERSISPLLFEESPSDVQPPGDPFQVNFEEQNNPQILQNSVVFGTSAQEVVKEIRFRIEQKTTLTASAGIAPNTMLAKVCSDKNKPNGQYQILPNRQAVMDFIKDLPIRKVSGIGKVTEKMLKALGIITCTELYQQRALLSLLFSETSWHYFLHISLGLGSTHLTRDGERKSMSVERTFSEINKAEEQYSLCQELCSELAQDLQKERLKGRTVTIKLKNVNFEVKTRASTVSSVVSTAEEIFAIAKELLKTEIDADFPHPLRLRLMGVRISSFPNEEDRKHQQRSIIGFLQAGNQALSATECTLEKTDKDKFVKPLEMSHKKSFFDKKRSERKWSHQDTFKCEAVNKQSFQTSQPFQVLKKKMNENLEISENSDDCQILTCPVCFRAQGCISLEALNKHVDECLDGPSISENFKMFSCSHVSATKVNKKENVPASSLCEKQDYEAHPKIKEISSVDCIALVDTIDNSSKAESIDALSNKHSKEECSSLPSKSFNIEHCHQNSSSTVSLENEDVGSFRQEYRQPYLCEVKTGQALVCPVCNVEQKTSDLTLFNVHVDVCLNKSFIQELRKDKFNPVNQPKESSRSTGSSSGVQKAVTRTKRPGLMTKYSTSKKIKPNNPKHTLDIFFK
#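 Kinetic fluorescence readout at 0 and 10 min followed reaction start with substrate at 50 nM final. Beforehand, enzyme (10 nM Pol kappa) stood 15 min with compound at room temperature; buffer-only wells were negative controls.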
# Pol iota inh: qHTS for Inhibitors of Polymerase Iota. Pol iota fluorescent replication assay, 10 min. Potency, µM (series often up to 115 µM), for the others: top-dose activity, negative = inhibition, actives largely listed as inhibitors. actives 1% (n = 390,000). DNA polymerase iota (Homo sapiens), Q9UNA4. AID 588590, 2011; note: potency is the fitted concentration of half-maximal effect
#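 Pol iota at 10 nM preincubated 15 min with compounds at room temperature; reaction started with fluorescent substrate, 50 nM final. Fluorescence read kinetically at 0 and 10 min; buffer-only wells as negative control.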
# APEX1 inh: qHTS Assay for Inhibitors of the Human Apurinic/apyrimidinic Endonuclease 1 (APE1). DNA repair nuclease/redox regulator APEX1 (Homo sapiens), P27695. recombinant APE1, TAMRA/BHQ-2 abasic DNA cleavage fluorescence. Potency, µM (top dose mostly 65.8 µM), without a hit: at the highest dose activity change, negative = inhibition, hits mostly inhibitors. actives 0.35% (n = 350,000);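 note: potency is the fitted concentration of half-maximal effect; plate controls were vehicle for no effect and reference inhibitor for full effect; nearly all actives have a fitted effect of over 55% in size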
#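 Quantitative HTS: incision of a TAMRA/BHQ-2 double-stranded substrate bearing a tetrahydrofuran abasic site by 0.75 nM APE1 raises fluorescence. Substrate 50 nM final, added after 15 min compound preincubation at room temperature; progress as third-minus-first kinetic read difference.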
# GRP78 ERSR act: qHTS for Inducers of the Endoplasmic Reticulum Stress Response (ERSR) in Human Glioma: qHTS; U87-MG GRP78 promoter luciferase reporter, 16 h; actives 0.02% (n = 420,000); Potency, µM, without a hit: at the top dose activation, hits mostly activators; note: potency is the fitted concentration of half-maximal effect; series mostly up to about 76 µM; % of control where 0% means no effect; nearly all actives have a fitted effect of over 35% in size
#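 Stably transfected U87-MG glioma cells carrying a GRP78-based luciferase sensor; 16 h compound incubation. Luminescence end-point read 10 min after Bright-Glo addition at room temperature.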
# Apoferritin bind: qHTS Assay for Identification of Novel General Anesthetics; actives 0.074% (n = 350,000); Potency, µM (doses to about 77.5 µM), without a hit: top-dose activity change, negative = displacement, actives largely listed as inhibitors; apoferritin/1-aminoanthracene competitive binding, fluorescence; note: potency is the fitted concentration of half-maximal effect; % is set by controls: 0 for no effect and ±100 for the full control effect; nearly all actives have a fitted effect of over 20% in size
# Target sequence (P02791 2-175 limits assumed): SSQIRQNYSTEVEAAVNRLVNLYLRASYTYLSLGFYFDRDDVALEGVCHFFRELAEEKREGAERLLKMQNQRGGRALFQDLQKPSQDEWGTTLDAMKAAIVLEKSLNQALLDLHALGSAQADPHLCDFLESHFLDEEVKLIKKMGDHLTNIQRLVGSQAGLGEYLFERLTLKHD
#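 Concentration-response curves derived by four-parameter Hill fitting of normalized fluorescence, where compounds displaced 1-AMA from 10 uM horse apoferritin following a brief 10 min room-temperature incubation; propofol titration acted as positive control.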
# LDHA block: qHTS assay for inhibitors of human lactate dehydrogenase | L-lactate dehydrogenase A chain (Homo sapiens), P00338 | purified LDHA, NADH/diaphorase-resazurin fluorescence; stronger effect = lower value | activity change, % (values are at about 110 or 230 µM) | actives 0.15% (n = 480,000); in the data active = activity change below about -30%; inconclusive = mostly about -25% to -30%;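 note: plate controls were DMSO wells for no effect and wells without enzyme for full effect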
#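 LDH5 2 nM; NADH 0.06 mM, pyruvate 0.2 mM; 200 mM Tris pH 7.4, EDTA, Tween-20; 5 min RT. Detection: diaphorase 0.133 mg/mL + resazurin 37 µM, fluorescence ex540/em590 at 0 and 20 min; normalized to enzyme-free and DMSO wells.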
# BLM helicase inh: qHTS Assay for Inhibitors of Bloom's syndrome helicase (BLM); recombinant BLM DNA unwinding, fluorescence dequenching; Potency, µM (doses to about 56.1 µM), without a hit: at the highest dose activity change, negative = inhibition, actives largely listed as inhibitors; actives 0.2% (n = 350,000); AID 2528, 2010;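 note: potency is the fitted concentration of half-maximal effect; plate controls were vehicle for no effect and no enzyme for full effect; nearly all actives have a fitted effect of over 35% in size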
# * = called active by the depositor; ? = inconclusive; . = no result given; & = joins results of further samples; [ ] = another dose, or the depositor's remark. Unless noted, calls come from the whole dose curve; as a rule, active = well fitted curve in the direction sought with a large enough effect; inconclusive = small, poorly fitted or top-dose-only effect, or another doubt; inactive = no such curve, though single readings can be large; an effect the other way counts as inactive or inconclusive. A portion of the library; rates above refer to the full screens.
SMILES,Pol beta inh,Pol eta inh,Pol kappa inh,Pol iota inh,APEX1 inh,GRP78 ERSR act,Apoferritin bind,LDHA block,BLM helicase inh
O=C(CCN1CCCCC1)c1ccc2c(c1)OCCO2,38%,-5%,3%,?,13%,-2%,-8%,3,-12%
O=C(Cn1cncn1)N1CCN(c2ccc(F)cc2)CC1,30%,-16%,-1%,37%[activator],12%,-3%,-3%,-2,-1%
COC(=O)c1ccc(CSc2ccc3nnc(-c4ccccn4)n3n2)o1,-4%,-16%,0%,19%,12%,-2%,-9%,-5,-7%
COC(=O)C(Cc1ccccc1)NC(=O)CCNC(=O)c1ccc(Br)cc1 (centres undefined),7%,-17%,5%,-3%,-5%,-2%,6%,-1,4%
CC[C@]12c3[nH]c4ccc(OC)cc4c3CCN1C(=O)C(CC(=O)NCCCN(C)C)C[C@@H]2C(=O)N1CCN(C(=O)c2ccco2)CC1 (some centres undefined),.,1%,-15%,-4%,-5%,4%,.,-4,.
COc1ccc(NS(=O)(=O)c2ccc(C)c(C(=O)N3CC(C)OC(C)C3)c2)cc1 (centres undefined),.,0%,9%,-23%,-3%,0%,.,-4,.
Cn1c(=O)c2c(SCC(=O)NCC3CCCO3)nc(-c3cccs3)nc2n(C)c1=O (centres undefined),-3%,.,.,.,1%,.,0%,.,3%
COCCNC(=O)CS(=O)Cc1nc(-c2ccccc2C)oc1C (centres undefined),6%,-8%,-4%,-10%,2%,4%,-1%,0,1%
NC(=O)N1OCC2COc3ccc4ccccc4c3C21 (centres undefined),4%,5%,1%,7%,3%,-1%,-22%,-8,-2%
Cc1ccc(Nc2nc(-c3cccnc3)cs2)cc1Cl,2%,?,5%,15%,9%,2%,-6%,1,-9%
CCOc1ccc(C(=O)Nc2ccccc2C(=O)O)cc1,-21%,-20%,5%,38%[activator],4%,-9%,-1%,-9,0%
COc1ccc(N2C(=O)C3CCCN3C2c2ccc(C)o2)cc1 (centres undefined),41%,-3%,12%,39%[activator],-9%,-3%,-1%,-1,0%
CCN(Cc1cccc(S(=O)(=O)O)c1)c1ccc(C(=C2C=CC(=[N+](CC)Cc3cccc(S(=O)(=O)O)c3)C=C2)c2ccc(O)cc2S(=O)(=O)O)cc1,.,.,2.8µM*,2.2µM*,.,-10%,.,6,.
CCOC(=O)C1CCCN(C(=O)c2nn(-c3ccc(C)cc3)c(=O)n(C)c2=O)C1 (centres undefined),?,-15%,0%[60.1 µM],3%,.,-3%,1%,1,1%
CC1CN(c2nc(-c3ccccc3)nnc2-c2ccccc2)CC(C)O1 (centres undefined),0%,-11%,-3%,-2%,6%,-4%,?,0,-1%

# Single records, from the list above:
# NC(=O)N1OCC2COc3ccc4ccccc4c3C21 (centres undefined) reads Pol beta inh: 4%; Pol eta inh: 5%; Pol kappa inh: 1%; Pol iota inh: 7%; APEX1 inh: 3%; GRP78 ERSR act: -1%; Apoferritin bind: -22%; LDHA block: -8; BLM helicase inh: -2%
# CC[C@]12c3[nH]c4ccc(OC)cc4c3CCN1C(=O)C(CC(=O)NCCCN(C)C)C[C@@H]2C(=O)N1CCN(C(=O)c2ccco2)CC1 (some centres undefined) reads Pol beta inh: .; Pol eta inh: 1%; Pol kappa inh: -15%; Pol iota inh: -4%; APEX1 inh: -5%; GRP78 ERSR act: 4%; Apoferritin bind: .; LDHA block: -4; BLM helicase inh: .
# CCOc1ccc(C(=O)Nc2ccccc2C(=O)O)cc1 reads Pol beta inh: -21%; Pol eta inh: -20%; Pol kappa inh: 5%; Pol iota inh: 38%[activator]; APEX1 inh: 4%; GRP78 ERSR act: -9%; Apoferritin bind: -1%; LDHA block: -9; BLM helicase inh: 0%

# Next section:
SMILES,Pol beta inh,Pol eta inh,Pol kappa inh,Pol iota inh,APEX1 inh,GRP78 ERSR act,Apoferritin bind,LDHA block,BLM helicase inh
C[C@H](CO)N1C[C@H](C)[C@@H](CN(C)S(=O)(=O)c2ccc(F)cc2)Oc2c(NC(=O)NC3CCCCC3)cccc2C1=O,.,-9%,-6%,1%,1%,3%,.,0,.
O=C(CSc1nnc(-c2ccc(O)cc2)n1Cc1ccccc1)NNC(=O)c1ccc(Br)cc1,-12%,-11%,-10%,146%[activator],-4%,-1%,-6%,-8,-6%
COc1ccc(CNC(=O)OCCN2CCN(Cc3ccccc3)CCC2=O)cc1,-12%,-9%,-6%,-8%,4%,-2%,2%,-4,3%
COc1ccc(C(CNC(=O)COc2ccc(F)cc2Cl)N2CCOCC2)cc1 (centres undefined),.,-10%,-7%,20%,-9%,-2%,.,-2,.
CCC(C(=O)NCCc1ccc(SC)cc1)n1nc(C)c2sc3ccccc3c2c1=O (centres undefined),7%,-18%,-13%,23%,.,-3%,-5%,-3,-3%
Cc1c(NC(=O)Nc2ccc(Br)cc2F)sc2nc3n(c(=O)c12)CCC(C)CC3 (centres undefined),-1%,-22%,5%,52%[activator],.,-4%,2%,-1,-4%
CCn1c(NC(=O)c2ccccc2)c(-c2cccs2)c(=O)c2ccccc21,9%,-11%,-27%,3%,16%,-2%,-4%,2,0%
N#Cc1c(SCC(=O)Nc2ccc(Cl)cc2Cl)sc2c(O)cc(=O)[nH]c12,10%,25µM*,-41%,32µM*,37%[activator],2%,-14%,2,-2%
NC(=NCCC[C@H](N)C(=O)O)NO,6%[57.1 µM],-4%[57.1 µM],.,2%[58.9 µM],-2%,.,.,.,.
O=c1c2ccccc2nc(-c2ccccc2)n1/N=C/c1ccc([N+](=O)[O-])cc1,52%,-5%,-11%,25%,0%,-3%,5%,-3,0%
O=c1cc(-c2ccc(Cl)cc2)[nH]c2ccccc12,24%,-8%,-11%,-24%,17%,4%,12%,-1,-8%
Cc1cccc(Oc2nc(-c3ccccn3)nc3ccccc23)c1,-15%,-22%,2%,6%,3%,4%,-11%,1&2,-4%
CN(C)/C=N/NC(=O)c1ccccc1,4%,-8%,1%,92%[activator],3%,4%,-1%,-10,-1%
CCCc1ccc(C(=O)Cn2nc(C(=O)O)c3ccccc3c2=O)cc1,?,?,-7%,?,1%,-3%,?,-7,-11%
CCOc1ccc(/C=N/NC(=O)C(C)N(c2ccc(OC)cc2)S(C)(=O)=O)cc1 (centres undefined),45%,-5%,-3%,21%,-6%,-5%,-17%,-5,-4%
O=C(CCc1nc2ccccc2c(=O)[nH]1)N1CCN(S(=O)(=O)c2cc(Cl)ccc2Cl)CC1,.,3%,4%,-17%,.,-6%,.,-11,.
CC(C)Oc1ccc(C(CC(=O)O)c2ccc(F)cc2)cc1 (centres undefined),24%,-3%,3%,17%,17%,-3%,3%,0,-6%
O=C1[C@@H]2C(c3cccnc3)=NO[C@@H]2C(=O)N1c1ccc(Br)cc1,1%,-17%,-6%,166%[activator],4%,-4%,-10%,-1,0%
O=S(=O)(c1ccccc1)n1nc(-c2ccccc2)nc1NCc1ccco1,8%,-18%,-5%,-22%,7%,-1%,-16%,1,-13%
COc1ccc(CCn2ccc(O)c(Cc3ccc(Cl)cc3Cl)c2=O)cc1OC,0%,-15%,-5%,71%[activator],0%,-1%,5%,-1,-1%
COc1ccc(CC(=O)NNC(=O)c2ccco2)cc1OC,38%,9%,-12%,16%,8%,3%,-1%,-8,0%
Cc1cccc(CCNC(=O)c2nc(-c3ccc(Cl)cc3)n3c2CCCCC3)c1,10%,-25%,-10%,10%,.,0%,69%[activator],-2,-9%
NC(=O)NC(=O)COC(=O)/C=C/c1cccs1,3%,-7%,-4%,-5%,-2%,-5%,-2%,-9,-5%
CN(C)CC/C=C1/c2cc(F)ccc2Sc2ccc(Cl)cc21,.,-17%,-3%,10%,.,-10%,.,-6,.
Cc1ccc(C)c2[nH]c(=O)c(CCNC(=O)c3cccs3)cc12,-12%,-15%,12%,23%,?,0%,-10%,1,-3%
Nc1cc(=O)[nH]c(SCCSc2ccc(F)cc2)n1,-2%,2%,-6%,-6%,-2%,2%,-1%,-17,-2%
COc1ccc(OC)c(NC(=O)C(=O)/C=C(\O)c2cc(OC)ccc2OC)c1,7%,-9%,-14%,17%,-6%,-6%,-13%,5,-3%
COc1ccc2nc(NC(=O)CSC3=NCCS3)sc2c1,-17%,-5%,-1%,3%,-1%,-4%,-21%,-5,-8%
CC(C)(C)c1ccc(C(=O)Nc2ccc(C(=O)N3CCCC3)cc2)cc1,18%,-5%,-5%,10%,13%,-4%,?,2,-9%
Cc1ccc(NC(=O)CSc2nnc(-c3ccc(S(=O)(=O)N4CCOCC4)cc3)n2C)cc1,-1%,-7%,-10%&-11%,8%&17%,0%,-1%&-3%,4%,-7&-1,-2%
CC(C)(C)c1ccc(C2(C)NC(=O)N(CC(=O)Nc3ccc4c(c3)OCO4)C2=O)cc1 (centres undefined),-7%,-10%,-21%,-12%,-3%,-8%,?,-3,-12%
O=C(CCCN1C(=O)/C(=C\c2ccccc2)SC1=S)Nc1ccccc1O,13%,-7%,-2%,-10%,-2%,-2%,-8%,-9,-6%
O=[N+]([O-])c1ccc(OCn2cncn2)cc1,.,-15%,-4%,-20%,27%,-6%,.,-1,.
CCCC(C)NC(=O)c1ccccc1SC (centres undefined),1%,-16%,17%,33%[activator],2%,-2%,-7%,-5,-3%
NC(=NC(=O)c1cccc(C(F)(F)F)c1)c1ccc(C(F)(F)F)cn1,-18%,?,-13%,-22%[58.9 µM],1%,2%,?,-3,-11%
O=c1[nH]c(CN2CCN(C/C=C/c3ccccc3)CC2)nc2cc(Cl)ccc12,-1%,-20%,0%,23%,0%,-1%,-16%,-2,-3%
COc1cc(CNC2CCCCCCC2)cc(Br)c1OCC#N,45%,-11%,-25%,7%,14%,-4%,-11%,-12,-3%
NC(=O)c1cc[n+](Cc2ccccc2Cl)cc1,?,-6%,-5%,43%[activator],5%,-5%,-4%,0,-1%

# Assay outcomes: PubChem, National Center for Advancing Translational Sciences (NCATS)
